BoNT A protease: inhibitors of Botulinum neurotoxin A light chain protease; 360,000 compounds, 0.17% hits; inhibition, % at 10 µM; multiplex microsphere protease substrate cleavage, flow cytometry; in the data active means inhibition above about 30%; inconclusive means no clear call, values can overlap the other calls; further: plate controls were buffer without enzyme for full effect and enzyme alone for no effect
BoNT F protease: inhibitors of Botulinum neurotoxin F light chain protease | Multiplex microsphere protease cleavage assay, flow cytometry | 360,000 compounds, 0.22% hits | inhibition, % at 10 µM; in the data active means inhibition above about 35%, passing the limit was not always enough; inconclusive means no clear call, values can overlap the other calls; further: plate controls were buffer without enzyme for full effect and enzyme alone for no effect
CCHFV vOTU inh: blocks the CCHF virus ovarian tumor domain protease; inhibition, % at 11.5 µM; AID 651958; CCHFV vOTU protease, Pep-AMC fluorescence; 370,000 compounds, 0.55% hits; further: 0% = vehicle wells with enzyme and 100% = no enzyme wells
UGM FP inh: blocks M. tuberculosis UGM enzyme; 320,000 compounds, 0.06% hits; purified UGM, fluorescence polarization probe displacement; P9WIQ1; inhibition, % at 10 µM; AID 504406; in the data active means inhibition above about 10%, passing the limit was not always enough; inconclusive means no clear call, values can overlap the other calls
Target sequence (P9WIQ1 whole entry, looked up): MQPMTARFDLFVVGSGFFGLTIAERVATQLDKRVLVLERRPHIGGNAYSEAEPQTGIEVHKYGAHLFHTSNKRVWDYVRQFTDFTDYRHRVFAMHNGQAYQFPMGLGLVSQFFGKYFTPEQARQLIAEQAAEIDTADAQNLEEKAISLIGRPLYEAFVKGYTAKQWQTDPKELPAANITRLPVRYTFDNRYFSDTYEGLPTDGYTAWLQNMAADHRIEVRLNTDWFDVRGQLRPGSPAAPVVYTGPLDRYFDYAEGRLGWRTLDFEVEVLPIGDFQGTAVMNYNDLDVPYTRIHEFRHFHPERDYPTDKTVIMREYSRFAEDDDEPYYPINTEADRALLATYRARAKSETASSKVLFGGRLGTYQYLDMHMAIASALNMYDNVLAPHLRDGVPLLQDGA
FBA Mtb inh: Mtb fructose-bisphosphate aldolase inhibition | 360,000 compounds, 2.3% hits | purified M. tuberculosis FBA, fluorescence read-out | AID 588726 | inhibition, % at 1 µM; in the data active means inhibition above about 27%;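 further: 0% = vehicle and 100% = reference inhibitor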
Target sequence (P9WQA3 whole entry, looked up): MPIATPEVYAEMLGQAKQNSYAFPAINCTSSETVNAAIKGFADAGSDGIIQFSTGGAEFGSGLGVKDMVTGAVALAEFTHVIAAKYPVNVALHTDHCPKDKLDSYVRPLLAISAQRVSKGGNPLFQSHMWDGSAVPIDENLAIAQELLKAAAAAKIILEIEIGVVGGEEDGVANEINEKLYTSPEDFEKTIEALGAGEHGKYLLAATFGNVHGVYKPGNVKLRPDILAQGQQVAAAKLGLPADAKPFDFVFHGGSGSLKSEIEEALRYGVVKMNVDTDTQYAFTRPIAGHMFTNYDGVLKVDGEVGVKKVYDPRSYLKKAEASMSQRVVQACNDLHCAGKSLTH
FadD28 FP inh: inhibitors of Mycobacterium tuberculosis FadD28 bisubstrate binding. FadD28 bisubstrate probe binding, fluorescence polarization. AID 588549. 360,000 compounds, 0.22% hits. inhibition, % at 12.5 µM; in the data active means inhibition above about 8.5%, passing the limit was not always enough; inconclusive means no clear call, values can overlap the other calls
PrPC surface inh: inhibitors of human cell surface prion protein PrPC; TR-FRET read-out; inhibition, % at 13.8 µM; 370,000 compounds, 0.43% hits; in the data active means inhibition above about 24%; further: 0% = median of the test wells and 100% = reference compound wells
BioA inh: inhibitors of Mycobacterium tuberculosis BioA enzyme | purified M. tuberculosis BioA enzyme, plate reader | 360,000 compounds, 0.096% hits | inhibition, % at 9.99 µM | AID 602481; in the data active means inhibition above about 40%; inconclusive means no clear call, values can overlap the other calls
GDH-TPI inh: GDH-TPI coupled enzyme inhibition counter-screen; inhibition, % at 4.8 µM; 360,000 compounds, 1.2% hits; GDH-TPI coupled enzyme counterscreen, NADH absorbance;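 further: 0% = DMSO wells and 100% = wells lacking the enzyme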
Active calls of the source: *; ? = inconclusive; / = no result given; + = active, no number; & = joins results of further samples. Unless noted, no stated cut-off is given here; in the data, active means inhibition above about 30%; inactive means the rest.

#	smiles	GDH-TPI inh	FadD28 FP inh	BoNT A protease	BioA inh	UGM FP inh	PrPC surface inh	BoNT F protease	CCHFV vOTU inh	FBA Mtb inh
1	CCOC(=O)c1c(NC(=O)c2ccccc2C)sc2c1CC(C)(C)OC2	16	-3.2	0.0	-0.6	0.8	0	3	11	4
2	CC1=CC(C)(C)NC(=S)N1c1cccc(C)c1	1&10	0.2&0.2	-0.1&-1.5	3.7&0.0	1.5	10&4	-1&-16	-14&12	-1&3
3	CCn1c(N2CCN(C(=S)NC)CC2)nc2ccccc21	6	0.0	0.6	21	2.3	-8	0	10	-2
4	Cc1ccc2[nH]c3c(=O)n(Cc4ccccn4)cnc3c2c1	11	0.5	-1.0	-4.8	-0.8	-1	-1	-12	30*
5	CC1CC1C(=O)OCC(=O)NCc1ccccc1Cl (stereo not drawn)	2	-3.4	0.1	-1.2	0.6	5	-4	21	-11
6	Cc1ccc2nc(C)cc(NCCO)c2c1	20	-2.5	1.1	0.2	1.9	3	-12	4	-1
7	Cn1cccc1Cc1nnc(SCC(=O)Nc2cccc(F)c2)n1-c1ccc(F)cc1	13	-0.5	-1.4	-1.8	3.7	-5	-3	1	-1
8	CC(c1ccccc1)N1CCn2c(nc3cc(NC(=O)NC4CCCCC4)ccc32)C1 (stereo not drawn)	2	-1.8	13	2.3	1.8	-11	-22	-72	57*
9	Cc1ccccc1NC(=O)CCN1CCCC1	0	-4.0	-0.2	/	-2.1	1	0	5	-1
10	Cc1ccc(NC(=O)CN(C)C(=O)COC(=O)c2nc3nccc(C)n3n2)cc1	3	-0.4	-0.6	-0.9	-3.1	8	-5	-3	1
11	CCCN(CC(=O)Nc1ccccc1C)C(=O)c1ccc(S(=O)(=O)N2CCC(C)CC2)cc1	2	0.3	-4.5	0.3	/	1	4	-5	1
12	Cc1ccc(CNC(=O)c2ccc(Cl)c(S(=O)(=O)N3CCCCC3)c2)cc1	5	6.3	2.3	0.3	-2.2	5	2	-4	-1
13	CC(C)(C)NC(=O)c1ccc(Cn2cc(C(F)(F)F)ccc2=O)cc1	4	-1.3	-0.1	-0.4	-0.3	6	4	5	-1
14	CCc1ccc(N(C(=O)C(F)(F)F)C(C(=O)NC2CCCCC2)c2ccncc2)cc1 (stereo not drawn)	-4	-2.9	0.1	-1.5	-0.9	3	6	-13	0
15	O=C(CSC1=NS(=O)(=O)c2cc(F)ccc2N1)NCc1ccccc1	-1	-1.8	2.1	/	-1.2	0	8	-6	3
16	O=C(Cn1cnc2ccccc2c1=O)OCC(=O)c1ccc2c(c1)OCCO2	-3	-3.0	0.0	/	-2.0	0	1	-10	-2
17	Cc1c(C=O)c2ccccc2n1CCOc1ccccc1	0	0.6	1.8	4.1	2.9	-1	19	18	1
18	COC(=O)CNC(=O)c1cccc(-c2ccc(OC)cc2)c1	-2	-3.4	0.1	/	0.9	-1	-4	-3	2
19	CCCS(=O)(=O)NC(=O)C1(C)CCCN(C(=O)C2(c3ccc(Cl)cc3)CCCC2)C1 (stereo not drawn)	11	-0.4	0.2	-2.2	/	-2	6	3	2
20	COC(=O)c1c(NC(=O)C2C3CCC(O3)C2C(=O)O)sc2c1CCCCCC2 (stereo not drawn)	6	-3.4	-0.2	/	2.0	5	0	6	61*

Looked up one by one from the entries so far:
#	smiles	GDH-TPI inh	FadD28 FP inh	BoNT A protease	BioA inh	UGM FP inh	PrPC surface inh	BoNT F protease	CCHFV vOTU inh	FBA Mtb inh
16	O=C(Cn1cnc2ccccc2c1=O)OCC(=O)c1ccc2c(c1)OCCO2	-3	-3.0	0.0	/	-2.0	0	1	-10	-2
18	COC(=O)CNC(=O)c1cccc(-c2ccc(OC)cc2)c1	-2	-3.4	0.1	/	0.9	-1	-4	-3	2
4	Cc1ccc2[nH]c3c(=O)n(Cc4ccccn4)cnc3c2c1	11	0.5	-1.0	-4.8	-0.8	-1	-1	-12	30*

More records
#	smiles	GDH-TPI inh	FadD28 FP inh	BoNT A protease	BioA inh	UGM FP inh	PrPC surface inh	BoNT F protease	CCHFV vOTU inh	FBA Mtb inh
21	CCc1ccccc1NC(=O)Nc1cccn(Cc2ccccc2F)c1=O	-1	-0.5	-0.9	/	0.7	4	0	3	4
22	O=C(Cc1cccs1)Nc1cccc([N+](=O)[O-])c1	6	-1.3	1.0	/	0.9	-21	1	12	0
23	CCOc1ccccc1NC(=O)CN1C(=O)COc2ccc(S(=O)(=O)N3CCOCC3)cc21	6	-2.7	-1.6	-0.1	-1.5	0	2	2	0
24	OC1CCCN(CC(O)COC(c2ccc(F)cc2)c2ccc(F)cc2)C1 (stereo not drawn)	1	-0.1	-0.9	1.0	0.6	-14	-7	-1	8
25	c1ccc(C2=NN(c3ccccc3)C(c3ccco3)C2)cc1 (stereo not drawn)	8	-1.1	-0.4	-0.5	2.9	-2	-6	-35	126*
26	Cc1cc(C)cc(-n2ncc3c2CCCC3NC(=O)CCCn2cncn2)c1 (stereo not drawn)	-2	-2.0	-1.1	0.0	0.4	-1	6	0	3
27	CCOC(=O)c1c(-c2ccccc2Cl)csc1NC(=O)CSc1nc(C)cc(=O)[nH]1	6	-16	0.2	/	5.2	1	-6	21	1
28	NC1=NC(=Nc2cccc(S(=O)(=O)N3CCOCC3)c2)c2ccccc21	11	-12	-0.5	1.1	-2.7	-2	-8	-5	1
29	O=C(COc1ncnc2sccc12)Nc1ccc2c(c1)OCCO2	-3	-5.2	0.6	-0.6	1.5	3	1	15	-3
30	CC(=O)Nc1ccc(N/C=C2/CCCC2=O)cc1	28	-4.3	0.8	-1.1	-5.6	-6	?	11	-3
31	Cc1nnc(SCC(N)=O)n1CCc1ccccc1	-3	0.0	-1.7	-2.8	-0.1	-5	-8	-16	-3
32	COc1ccc(CN2CCCC(C(=O)N(C)Cc3ccccc3)C2)cc1OC (stereo not drawn)	10	-2.4	-2.3	-1.2	2.7	-1	-36	-4	-4
33	COc1cc(C2CC(=O)Oc3cc(O)ccc32)cc(OC)c1OC (stereo not drawn)	0	-1.3	-0.1	1.2	/	6	0	2	2
34	Cc1cc(C(=O)Nc2cccc(S(=O)(=O)N3CCCC3)c2)c2ccccc2n1	4	-0.9	3.1	2.7	/	-6	6	-7	1
35	COc1cc(-c2ccc3oc(-c4ccsc4)cc(=O)c3c2)cc(OC)c1OC	20	-4.6	0.0	0.0	0.6	18	-5	1	-2
36	O=C(NCc1ccccc1)c1cc(-c2ccncc2)nc2ccccc12	1	/	1.0	-1.5	0.5	-17	-4	-12	0
37	O=C(NN1CCOCC1)c1ccccc1	-6	-1.6	1.6	0.0	1.4	-9	1	0	7
38	CCOc1ccc(-n2c(=S)sc3c(=O)[nH]c(SCC(=O)NC(C)CC)nc32)cc1 (stereo not drawn)	20	1.6	-0.4	/	6.1	-6	-3	-10	2
39	CCn1c(SCC(=O)c2[nH]c(C)c(C(C)=O)c2C)nnc1-c1cccs1	23	0.5	-1.6	-1.7	-3.0	13	-5	10	0
40	CC(C)C1C(=O)N(Cc2cn(Cc3ccco3)nn2)CCS(=O)(=O)N1Cc1ccc(-c2cccc(N(C)C)c2)cc1 (stereo not drawn)	20	-1.9	-0.8	/	/	-3	-2	5	4
41	NC(=O)c1ccc(NC(=O)CCN2C(=O)c3ccccc3C2=O)cc1	-5	-1.5	-1.1	0.7	1.3	-7	2	7	0
42	O=C(CSc1nnnn1C1CCCCC1)Nc1cccc(NC(=O)c2ccco2)c1	7	-4.7	1.3	-18	-0.6	8	13	1	4
43	O=C1CCCC[C@@H](CO)[C@H](O)C[C@H](c2ccccc2)O1	/	/	0.8	/	/	-2	-1	-1	/
44	COc1ccc(N/C=C/C(=O)c2cc(OC)c(OC)c(OC)c2)cc1	18	-4.4	-5.2	1.9	2.2	5	-16	-4	-6
45	COC(=O)Nc1ccc2ccc3c(NC(=O)OC)ccc4ccc1c2c43	44*	0.8	0.8	/	/	1	-8	-192	+
46	O=C(c1ccc(CSc2ccc(Cl)cc2)cc1)N1CCCC1	2	-2.8	-0.6	/	0.1	4	-1	7	-4
47	CC[C@]12c3[nH]c4cc(CCC(=O)N(C)C)ccc4c3CCN1C(=O)[C@@H](CC(=O)NCc1ccc(OC)c(OC)c1)C[C@@H]2C(=O)N1CCN(C(=O)C2CC2)CC1	12	0.5	-0.6	-0.7	/	-1	-6	-5	2
48	O=C(O)/C=C\C(=O)Nc1ccccc1C(=O)NCc1ccccc1	10	-1.6	0.0	-0.8	4.0	-7	-3	-9	52*
49	CCOC(=O)C1CCN(C(=O)COC(=O)CNC(=O)c2ccc(C(C)(C)C)cc2)CC1	-6	-2.0	-0.6	-0.7	-0.8	-1	-3	13	0
50	COC(=O)c1ccc(OCC(O)CN(CCO)CCO)cc1 (stereo not drawn)	3	-0.7	-1.8	0.3	-1.6	9	-9	-6	-2
51	O=c1[nH]c(=O)n(Cc2ccccc2)c2c1CCC2	-2	-0.9	-1.1	1.1	-0.7	-1	-6	-11	1
52	CCN(CC)C(=O)Cn1c(=O)n(-c2ccccc2)c(=O)c2c3c(sc21)CCC3	-2	-1.1	-0.4	2.2	1.0	-7	1	-6	-1
53	Cc1nn(C)cc1CNC(=O)Nc1ccc(Cl)cc1	-5	-2.3	-1.2	3.2	1.1	-3	-17	6	4
54	CCC(c1nnnn1Cc1ccccc1)N1CCN(C/C=C/c2ccccc2)CC1 (stereo not drawn)	/	-5.3	-0.4	7.8	/	-7	4	9	-4
55	NC(=O)COc1ccc(/C=C2\C(=O)ON=C2c2ccccc2)cc1	-1	-2.7	-4.1	5.4	-0.2	-7	-2	11	-1
56	COc1ccccc1CNc1ncnc2nc[nH]c12	-6	-1.6	-0.4	0.2	2.5	10	3	10	0
57	CC(C)=CCC/C(C)=C/CNC(=O)C[C@H]1C[C@H](C(=O)N2CCCCC2)[C@@]2(CCc3ccccc3)c3[nH]c4cc(CCC(=O)N(C)C)ccc4c3CCN2C1=O	15	-2.2	-0.4	-2.1	/	-5	-2	-1	2
58	Cc1cccc(C)c1OCCOC(=O)c1n[nH]c2ccccc12	-4	-1.3	-0.7	-0.1	-0.6	2	-7	5	-1
59	Cc1ccccc1CSCC(=O)NC(=O)NCc1ccco1	0	-4.3	-0.8	0.9	2.2	0	-6	-7	0
60	O=C1C=C(c2ccc(CO)cc2)C[C@@H](c2ccc(F)cc2)C1	1	-3.6	-0.3	3.0	/	-7	-5	-3	-3
61	COc1ccc(C2C(C(C)=O)=C(O)C(=O)N2CCCn2ccnc2)cc1OC (stereo not drawn)	4	-2.9	0.1	-1.9	-1.4	-5	16	-4	3
62	CN(C)CCCOc1ccc(-c2ccc3nccn3c2)cn1	6	-2.1	0.1	5.3	/	-6	1	5	4
63	Cc1cc(NC(=O)/C(C#N)=C/c2ccc(-c3cccc(C(F)(F)F)c3)o2)n(-c2ccccc2)n1	3	-0.7	1.2	/	-2.9	1	-3	4	-2
64	CCCNc1nc(N2CCCC2)nc(N2CCCC2)n1	-2	-2.0	-1.4	0.3	-1.7	14	-3	-6	-4
65	Cn1c(=O)c(=O)n(C)c2cc(S(=O)(=O)N3CCOc4ccccc43)ccc21	-3	-6.2	-0.6	-0.2	0.1	0	-2	7	-2
66	O=C(NCCNc1ccc([N+](=O)[O-])cc1)c1ccc(Cl)cc1	-11	-5.4	-0.6	/	-0.9	3	-15	4	-6
67	CC1(C(=O)O)CCN1C(=O)COc1ccc(Cl)cc1 (stereo not drawn)	9	-0.5	-1.0	-2.0	/	2	-9	-6	-1
68	Cc1cc(NC(=O)Cn2c(=O)oc3ccc(Cl)cc32)no1	9	0.7	-0.6	-4.4	-4.1	-1	-12	4	3
69	COc1ccc(NC(=O)c2ccc(Cl)c(S(=O)(=O)NCC3CCCO3)c2)c(OC)c1 (stereo not drawn)	-1	0.1	-0.9	-1.8	1.5	-5	-7	-1	-1
70	O=C(c1cccs1)N1C[C@@H](O)[C@H](n2cc(-c3ccc(F)cc3)nn2)C[C@@H]1c1ccccc1	5	-3.0	-0.1	3.3	/	9	-1	2	-3
71	CC(C)N=c1cc2n(-c3ccc(Cl)cc3)c3ccccc3nc-2cc1Nc1ccc(Cl)cc1	-7	-2.2	-1.6	-1.1	-1.0	2	-167	1	-3

Assay outcomes (PubChem BioAssay)
